Bioassay records from PubChem BioAssay.
GAA glycogen mod = GAA glycogen-cleavage inhibition or activation | Potency, µM (series often up to 76.4 µM), for inactives: at the highest dose activity change, negative = inhibition, most hits filed as inhibitors | AID 2100 | 300,000 tested, 0.38% active | recombinant GAA, glycogen substrate, Amplex Red glucose oxidase fluorescence; active = well fitted inhibition curve with a large enough effect; inconclusive = small, poorly fitted or top-dose-only effect, or another doubt; inactive = no such curve, though single readings can be large or run the other way;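 note: 0% = full enzyme reaction and -100% = no-enzyme basal signal; the screen sought inhibitors and activators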
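Natural-substrate format: glycogen cleavage by 4 nM human enzyme, glucose read by Amplex Red coupling (Ex 573, Em 610 nm). Normalized to enzyme and no-enzyme controls.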
* hit, by the source's call; ? = inconclusive; [ ] = remark or other dose. Potency is the fitted concentration of half-maximal effect. A portion of the library. The share of hits here may be higher or lower than overall.

SMILES	GAA glycogen mod
Cc1cc(CSc2ccccc2C(=O)O)on1	5%[76.3 µM]
COc1cc(COCC(O)CN2CCCCC2C)cc(OC)c1OC (centres undefined)	-1%
CCOc1cc(/C=N\n2nnnc2N)ccc1O	?
COc1ccccc1NC(=O)CSc1nnc(-c2ccoc2C)n1C	-6%
COc1ccc(C(=O)N2CCCCCC2)cc1OC1CCN(C(C)C)CC1	-3%[76.3 µM]
CCCCn1nnnc1NCc1ccc(C)cc1	-10%[76.3 µM]
N=C1SCC(=O)N1c1ccccc1Cl	2%
COc1ccc(OC)c(C(=O)NC(CC(N)=O)c2ccc(NCc3ccc(F)c(F)c3)c([N+](=O)[O-])c2)c1 (centres undefined)	8%[76.3 µM]
C/C(=N\Nc1ccc(Cl)c(C(=O)O)c1)c1ccc(Br)s1	?
COc1ccnc2c1c(=O)n(Cc1cccc(Cl)c1)c(=O)n2C	-8%[76.3 µM]
NS(=O)(=O)c1ccc(NC(=O)CSc2n[nH]c(=O)n2Cc2ccccc2)cc1	12%[76.3 µM]
Cc1ccc(S(=O)(=O)Nc2ccsc2C#N)cc1	-6%
Cc1ccc(C)c(NC(=O)CCc2nnc3ccc(N4CCCCC4)nn23)c1	-2%[76.3 µM]
COC(=O)N/N=C\c1ccc(OC/C=C/c2ccccc2)cc1	1%[76.3 µM]
CCCn1c2ccccc2c2cnn(CC(=O)NC3CCCC(C)C3C)c(=O)c21 (centres undefined)	-11%[76.3 µM]
COc1ccc(CCN(C)C(=O)C23CC4CC(CC(Cl)(C4)C2)C3)cc1OC	-6%[76.3 µM]
CSc1ccc(CCNC(=O)CCc2nnc3ccc(N4CCCCC4)nn23)cc1	19%[76.3 µM]
Cc1cc2nc(-c3ccc[nH]c3=O)n(Cc3cccc(F)c3)c2cc1C	0%
COc1ccc(OC)c(NC(=O)CCNS(=O)(=O)c2cccc3nonc23)c1	6%[76.3 µM]
CCCCN(C(=O)c1cccc(S(=O)(=O)N2CCN(Cc3ccccc3)CC2)c1)c1ccccc1	-1%[76.3 µM]
O=C(CCNC(=O)c1ccco1)Nc1ccc(Cl)c(C(F)(F)F)c1	-5%[76.3 µM]
CC1CCN(C(=O)C2CCCN(S(=O)(=O)c3ccc4c(c3)CC(C)N4C(=O)C3CC3)C2)CC1 (centres undefined)	?
CC(=O)NC(CC(=O)OC(C)C(=O)Nc1ncc(Cl)cc1Cl)c1ccccc1 (centres undefined)	-7%[76.3 µM]
CC(C)Cn1c(=O)c2c(nc3n2CC(C)CN3Cc2ccccc2)n(C)c1=O (centres undefined)	-5%[76.3 µM]

For convenience, 3 of the compounds above:
SMILES	GAA glycogen mod
CCCn1c2ccccc2c2cnn(CC(=O)NC3CCCC(C)C3C)c(=O)c21 (centres undefined)	-11%[76.3 µM]
COc1ccc(CCN(C)C(=O)C23CC4CC(CC(Cl)(C4)C2)C3)cc1OC	-6%[76.3 µM]
CSc1ccc(CCNC(=O)CCc2nnc3ccc(N4CCCCC4)nn23)cc1	19%[76.3 µM]

Further entries.
SMILES	GAA glycogen mod
Cc1cccc(-c2nc(Nc3cccc(O)c3)c3ccccc3n2)c1	-1%
Cc1ccc(C(=O)Nc2ccncc2)c(Cl)c1	0%[76.3 µM]
COc1cc(C(=O)N/N=C/c2ccc(OC(=O)c3cccc(C)c3)c(OC)c2)ccc1O	-4%[76.3 µM]
CCc1cc2c(=O)c(-c3nc4ccccc4n3C)c(C)oc2cc1OC(C)=O	-8%[76.3 µM]
C=CCn1c(N)cc(=O)nc1SC(CC)C(=O)Nc1ccc(C(C)=O)cc1 (centres undefined)	3%[76.3 µM]
Cc1cccc(NC(=O)c2cc(S(=O)(=O)N3CCc4ccccc43)cn2C)c1	13%[76.3 µM]
O=C(c1ccccc1[N+](=O)[O-])N1N=C(c2ccccc2)CC1(O)C(F)(F)F (centres undefined)	-5%[76.3 µM]
Cc1ccc(C(C)C)c(OCCSc2nc3ccccc3n2CC(=O)O)c1	-2%
CC1(C)C(=O)N(c2ccccc2)C1c1ccccc1O (centres undefined)	-3%
COc1cc(C(=O)N=c2sccn2C)c([N+](=O)[O-])cc1OC	-16%[76.3 µM]
CCc1ccc(OCC(=O)OC(C)C(=O)NC2CC2)cc1 (centres undefined)	0%[76.3 µM]
O=C(COc1ccc2c3c(c(=O)oc2c1)CCCC3)NC(Cc1ccc(Cl)cc1)C(=O)O (centres undefined)	-3%[76.3 µM]
Cc1ccc2c(cnn2C(=O)CCC(=O)NCc2ccccc2Cl)c1	22%[76.3 µM]
Cc1c(C(=O)N(C)CCC#N)oc2ccc(S(=O)(=O)N3CCOCC3)cc12	0%[76.3 µM]
COc1ccc(/C=C/c2c(-c3cccc(C)c3)oc3ccc(-c4ccc5c(c4)OCO5)cc23)cc1	16%[76.3 µM]
CSc1cccc(NC(=O)c2cc(S(=O)(=O)N3CCCCC3)c[nH]2)c1	16%[76.3 µM]
Oc1ccccc1/C=N/n1c(COc2ccccc2)n[nH]c1=S	-2%
OC(COc1ccc(F)cc1)CN1CCN(CC(O)COc2ccc(F)cc2)CC1 (centres undefined)	-2%
CCn1c(=O)c(=O)[nH]c2cc(C(=O)NCc3ccc(F)cc3)ccc21	1%[76.3 µM]
Cc1noc(C)c1S(=O)(=O)Nc1cccc(CO)c1	-9%[76.3 µM]
CC(C)CCn1c(=O)c2c(nc3n2CCCN3Cc2ccccc2)n(C)c1=O	-5%
NC(=O)CC(NC(=O)Cc1ccc(Br)cc1)c1ccc(N2CCC(N3CCCCC3)CC2)c([N+](=O)[O-])c1 (centres undefined)	-9%[76.3 µM]
O=C(O)C(Oc1ccc2c(c1)oc(=O)c1ccccc12)c1ccccc1 (centres undefined)	-8%[76.3 µM]
COc1ccc(N2CC(C(=O)OCC(=O)Nc3cc(C)on3)CC2=O)cc1 (centres undefined)	2%[76.3 µM]
COc1ccc(N(CC(=O)NC2CC2)S(=O)(=O)c2ccccc2)cc1	6%
NS(=O)(=O)c1ccc(CCNC(=O)c2ccc(Cl)s2)cc1	2%[76.3 µM]
COc1c2c(cc3c1C(CC(O)Cc1ccccc1)N(C)CC3)OCO2 (centres undefined)	1%
Cc1ccccc1NCc1ccc([N+](=O)[O-])s1	0%[76.3 µM]
CCCCC(O)(c1ccc(CC)cc1)C(CN1CCOCC1)c1ccccc1 (centres undefined)	-3%
O=S(=O)(c1ccccc1)N1CCN(Cc2ccccc2)CC1	0%[76.3 µM]
Cc1ccccc1NCc1nc2ccccc2n1C	5%[76.3 µM]
COc1cc(S(=O)(=O)n2ccc(C)n2)ccc1Cl	-9%[15.3 µM]
O=C(Cn1c2ccc(F)cc2c2nc3n(c(=O)c21)CCS3)NC1CCCC1	1%
CN(C)c1ccc(C(CNC(=O)c2ccco2)N2CCCC2)cc1 (centres undefined)	-12%[76.3 µM]
Cc1ccnc(S(=O)(=O)Cc2ccc([N+](=O)[O-])cc2)n1	-3%
Cc1cc2c(c(=O)o1)C1O[C@](c3ccsc3)(Cc3cc(C#N)ccc31)O2	-13%[15.3 µM]
NC(=O)c1ccc(NC(=O)COc2cccc3ccccc23)cc1	0%[76.3 µM]
CCc1cc(=O)[nH]c(SC/C=C/c2ccccc2)n1	4%[76.3 µM]
CSc1ccc(CN(C)C(=O)C(Cc2ccccc2)NC(=O)c2ccccc2)cc1 (centres undefined)	-1%[76.3 µM]
COCC1CCN(Cc2c(C(=O)N3CCc4ccccc4C3)nc3ccc(Cl)cn23)C1 (centres undefined)	20%[76.3 µM]
CNC(=O)c1[nH]nc2c1CCc1cc(OC)ccc1-2	-2%
O=C(CSc1nc2ccccc2o1)N1CCOCC1	1%[76.3 µM]
C/C(CC(=O)Nc1ccccn1)=N\NC(=O)c1ccncc1	-13%
CC(C)(C)NC(=O)CCN(/N=C/c1ccncc1)C1=NS(=O)(=O)c2ccccc21	-3%
COc1c(C)cccc1C(=O)NCCCNC(=O)c1ccc(C)nc1	-1%
O=C(CSc1cn[nH]n1)Nc1ccc(Cl)cc1Cl	-1%
O=C(N/N=C/c1cccnc1)c1ccccc1Cl	6%
CC1CN(CCC(=O)Nc2ccccc2F)CC(C)O1 (centres undefined)	-4%[76.3 µM]
CCc1ccc(-c2cc(C)no2)cc1S(=O)(=O)N1CCN(c2cc(C)ccc2C)CC1	3%[76.3 µM]
CC(=O)NCCC(=O)Nc1nc2c(ccc3ccccc32)s1	6%
COc1cc(C(C)=O)ccc1OCC(=O)OCCCOC(=O)COc1ccc(C(C)=O)cc1OC	-3%[76.3 µM]
CCCCCCCNC(=O)C1(CC2CC(c3ccc(Cl)cc3)=NO2)CCN(C(=O)OC(C)(C)C)CC1 (centres undefined)	3%[76.3 µM]
Cc1ccc(CCNC(=O)CCn2ccc3cc(S(=O)(=O)N4CCCC4)ccc32)cc1	-17%[76.3 µM]
Cc1ccc(S(=O)(=O)/N=C(/Nc2ccc(F)cc2F)c2ccccc2)cc1	-12%[76.3 µM]
Fc1ccc(F)c(CNc2ncnc3cc(Cl)ccc23)c1	4%
Cc1cc(NC(=O)CC(C)C)c(=O)n(Cc2ccccc2F)c1	15%[76.3 µM]
COc1ccc(CC(=O)N/N=C(\C)CC(=O)Nc2ccc(N(C)C)cc2)cc1	?
CCc1c2ccccc2nn1-c1ccccc1C(=O)C(C)=O	-10%[76.3 µM]
Cc1cccc(NC(=O)CCN2CC(C)CC(C)C2)c1 (centres undefined)	-8%[76.3 µM]
COc1cccc(NC(=O)C2CCN(S(=O)(=O)c3ccc4c(c3)N(C(C)=O)CCO4)CC2)c1	3%[76.3 µM]

Given in CSV form: part of the list above.
molecule,GAA glycogen mod
Fc1ccc(F)c(CNc2ncnc3cc(Cl)ccc23)c1,4%
CCCCCCCNC(=O)C1(CC2CC(c3ccc(Cl)cc3)=NO2)CCN(C(=O)OC(C)(C)C)CC1 (centres undefined),3%[76.3 µM]
COc1cc(C(C)=O)ccc1OCC(=O)OCCCOC(=O)COc1ccc(C(C)=O)cc1OC,-3%[76.3 µM]
COc1ccc(CC(=O)N/N=C(\C)CC(=O)Nc2ccc(N(C)C)cc2)cc1,?

Arranged by SMILES length (largest number first): some entries from above.
SMILES	GAA glycogen mod
COc1cc(C(C)=O)ccc1OCC(=O)OCCCOC(=O)COc1ccc(C(C)=O)cc1OC	-3%[76.3 µM]
COc1ccc(CC(=O)N/N=C(\C)CC(=O)Nc2ccc(N(C)C)cc2)cc1	?
Cc1cc(NC(=O)CC(C)C)c(=O)n(Cc2ccccc2F)c1	15%[76.3 µM]
CCc1c2ccccc2nn1-c1ccccc1C(=O)C(C)=O	-10%[76.3 µM]
Cc1cccc(NC(=O)CCN2CC(C)CC(C)C2)c1 (centres undefined)	-8%[76.3 µM]

Remaining list, next part:
SMILES	GAA glycogen mod
COc1ccc(CN2C3CCC2CC(NC(=O)c2cc(OC)c(OC)c(OC)c2)C3)cc1 (centres undefined)	3%[76.3 µM]
CCN(CC)S(=O)(=O)c1ccc(NS(=O)(=O)c2ccc3oc(=O)[nH]c3c2)cc1	-3%
O=C(Cn1c(=O)n(Cc2ccc(F)cc2)c(=O)c2ccccc21)NCC1CCCO1 (centres undefined)	8%
Cc1ccc(S(=O)(=O)N2CCN(Cc3csc(C)n3)CC2)cc1	-3%[76.3 µM]
COc1ccc(Cl)cc1NC(=O)[C@@]1(CC(=O)O)CC(/C=C/c2ccccc2)=NO1	7%
CC(Oc1cc2oc(=O)c3c(c2cc1Cl)CCC3)C(=O)NCCCn1ccnc1 (centres undefined)	8%[76.3 µM]
O=C(NC1CCCC1)c1cc(-c2ccc(F)cc2)on1	6%
O=C(OCCN1CCN(C2=NS(=O)(=O)c3ccccc32)CC1)c1cccc(Br)c1	1%[76.3 µM]
CCC(C)(C)NC(=O)CN(Cc1ccc2c(c1)OCO2)C(=O)CCC(=O)Nc1cc(C)ccn1	-10%
CCc1cc(=O)oc2c(C)c(OCC(=O)NCCCN3CCOCC3)ccc12	6%[76.3 µM]
Cc1ccc(S(=O)(=O)NCC2CCC(C(=O)N3CCN(C)CC3)CC2)cc1 (centres undefined)	1%[76.3 µM]
Cc1ccc(N(CC(=O)NC2CCCC2)C(=O)CCC(=O)Nc2nccs2)c(C)c1	0%

Taken from above.
Result of CCC(C)(C)NC(=O)CN(Cc1ccc2c(c1)OCO2)C(=O)CCC(=O)Nc1cc(C)ccn1 under GAA glycogen mod: -10%
Result of Cc1ccc(S(=O)(=O)NCC2CCC(C(=O)N3CCN(C)CC3)CC2)cc1 (centres undefined) under GAA glycogen mod: 1%[76.3 µM]

The list goes on.
SMILES	GAA glycogen mod
COc1ccc(-c2nc(-c3ccncc3)no2)cc1	3%
CN1CCOc2ccc(S(=O)(=O)NCCc3ccc(Cl)cc3)cc21	1%[76.3 µM]
O=C(CN(c1ccccc1Cl)S(=O)(=O)c1ccccc1)NCc1ccccc1	4%[76.3 µM]
CCc1ccc(OC(=O)/C=C/c2ccco2)cc1	-5%[76.3 µM]
CCCCNC(=O)CCCN1C(=O)c2cccnc2Sc2ccccc21	4%
Cc1c(C(=O)Nc2ccccc2)sc2ncn(CC(=O)N3CCCCC3)c(=O)c12	6%
COc1ccc(-c2cc3nc(C)cc(-c4ccc(OC)cc4)n3n2)cc1	-11%[76.3 µM]
CCOC(=O)c1c(C)[nH]c(C)c1S(=O)(=O)N(C)CC(=O)Nc1ccccc1	1%[76.3 µM]
CCOc1ccc(CNS(=O)(=O)c2c(C)nc3sccn3c2=O)cc1OC	21%[76.3 µM]
CCc1ccc(NC(=O)CSc2nnc(C3CC3)n2CC2CCCO2)cc1 (centres undefined)	-1%[76.3 µM]
C=CCN1CN(S(=O)(=O)c2ccc(OC)cc2)c2nc3ccccc3nc21	-11%[76.3 µM]
Cc1ccc(CCNC(=O)c2nc(CS(=O)(=O)c3ccc(Cl)cc3)no2)cc1	-2%[76.3 µM]
CCC1CCCCN1CCN1C(=O)C2C(C(=O)Nc3ccc(OC)cc3)C3C=CC2(O3)C1C(=O)NC1CCCCC1 (centres undefined)	-1%
CC(=O)N(Cc1cc2ccccc2[nH]c1=O)c1ccc(C)cc1	-12%[76.3 µM]
N=c1c(C(=O)NCCc2ccccc2)cc2c(=O)n3ccccc3nc2n1Cc1ccco1	5%
COC(=O)C1C(=O)C(C(=O)c2ccccc2)C(=O)CC1(C)C (centres undefined)	-4%[76.3 µM]
